# High-throughput results (PubChem BioAssay)
# JMJD2C inh – blocks human GASC-1 demethylase activity | GST-JMJD2C(1-420) H3K9me3 demethylation, DELFIA europium | inhibition, % at 2.35 µM | 330,000 compounds, 0.069% hits;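 active means more than half of a compound's replicate wells show inhibition beyond 50%, single wells judged on their own value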;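 further: signal counts dimethyl H3K9 product captured on neutravidin plate; 0% = median of DMSO wells and 100% = 0.3 times that DMSO median; strong numbers were not always called active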
# PP5 inh – blocks human protein phosphatase 5 activity; P53041; purified PP5c, OMFP substrate fluorescence; inhibition, % at 6.7 µM; 320,000 compounds, 0.18% hits; AID 1987;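 active means inhibition above the campaign's mean inhibition across all tested compounds plus 3 SD, cut at about 9.5% in these data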;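 further: 0% = DMSO only and 100% = 100 µM cantharidin control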
# proCasp7 act – activates human procaspase-7, counter-screen for procaspase-3 activators; recombinant procaspase-7, Ac-DEVD-pNA absorbance 405 nm; D23A/D198A/D206A triple mutant, cannot self-cleave; scale: DMSO 0, 5 µM enzyme 100; P55210; 330,000 compounds, 0.093% hits; activation, % at 8.5 µM;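 active means percent activation above the screen-wide mean plus 3 SD, cut at about 25% in these data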
# Target sequence (P55210 whole entry D23A/D198A/D206A): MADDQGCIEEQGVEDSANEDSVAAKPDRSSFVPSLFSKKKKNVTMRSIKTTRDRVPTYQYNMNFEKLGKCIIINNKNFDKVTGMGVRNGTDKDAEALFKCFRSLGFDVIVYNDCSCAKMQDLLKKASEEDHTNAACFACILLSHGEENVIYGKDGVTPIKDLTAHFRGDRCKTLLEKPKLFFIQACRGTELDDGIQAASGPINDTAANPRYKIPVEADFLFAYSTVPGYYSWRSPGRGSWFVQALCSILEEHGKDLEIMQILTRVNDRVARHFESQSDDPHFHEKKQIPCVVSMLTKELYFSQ
#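 Assay system: Uncleavable procaspase-7 mutant enzyme; Input: 2 µM procaspase-7 mutant as dispensed; Also added: DEVD-pNA substrate; Medium: Zinc-free HEPES pH 7.4 with 300 mM NaCl, 0.01% Triton X-100; Timing: 1 h compound preincubation, 2 h substrate cleavage, 25 °C; Measured by: Epi-absorbance of released pNA at 405 nm, two timepoints.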
# TPT1 inh – C. albicans TPT1 enzyme inhibition | 300,000 compounds, 0.81% hits | recombinant caTPT1, FP RNA substrate dephosphorylation | AID 1962 | inhibition, % at 5 µM;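 active means inhibition above the mean of all tested compounds plus 3 SD, set per screening campaign, cut at about 24% in these data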;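 further: plate controls were DMSO alone for no effect and ferristatin control at 100 nM for full effect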
# CTSL1 counter – blocks F. hepatica cathepsin L1 in PFM18AAP counter-screen | inhibition, % at 5.96 µM | 300,000 compounds, 0.49% hits | recombinant F. hepatica cathepsin L1, Z-Leu-Arg-MCA fluorescence;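 active means inhibition above the mean of all tested compounds plus 3 SD, set per screening campaign, cut at about 17% in these data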;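 further: 0% = plate median of test compound wells and 100% = 1 µM Z-Phe-Ala-diazomethylketone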
# Efflux pump mplx – inhibitors of Candida antifungal efflux pumps expressed in yeast. 330,000 compounds, 0.44% hits. AID 485275. S. cerevisiae Candida pump triplex, Nile Red efflux. inhibition, % at 10 µM;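 active means plate passing quality check with inhibition over a set limit, or well fluorescence over plate mean plus 4 SD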;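 further: Nile Red retained in pooled yeast measured as flow cytometry median fluorescence; 0% = buffer negative control and 100% = Enniatin B positive control; higher means more Nile Red kept so more efflux inhibition; some compounds called inactive have numbers as strong as hits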
# proCasp3 act – activates human procaspase-3; 330,000 compounds, 0.11% hits; activation, % at 8.5 µM; AID 463141; P42574; recombinant procaspase-3 D3A, Ac-DEVD-pNA absorbance 405 nm;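 active means activation above the mean of all tested compounds plus 3 SD, cut at about 21% in these data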;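 further: 0% = DMSO alone and 100% = DMSO wells spiked with extra 5 µM PC-3 D3A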
# Target sequence (P42574 whole entry D9A/D28A/D175A): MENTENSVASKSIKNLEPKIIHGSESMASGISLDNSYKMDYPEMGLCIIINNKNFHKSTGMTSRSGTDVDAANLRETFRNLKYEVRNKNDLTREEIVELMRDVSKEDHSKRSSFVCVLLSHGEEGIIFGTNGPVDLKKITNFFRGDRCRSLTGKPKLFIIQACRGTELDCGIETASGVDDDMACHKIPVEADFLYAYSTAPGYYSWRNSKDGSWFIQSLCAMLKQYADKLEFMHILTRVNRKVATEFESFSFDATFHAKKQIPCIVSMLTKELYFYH
#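 Technique: 405 nm absorbance of p-nitroaniline, reads at 0 and 120 min; Test system: Procaspase-3 D3A mutant; Incubation: 1 h enzyme-compound preincubation, then 2 h substrate reaction, 25 °C; Repeats: singlicate, each compound tested once; Benchmarks: low control DMSO wells, high control DMSO plus 5 µM PC-3 D3A.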
# PP1 inh – blocks human PP1-alpha phosphatase, a PP5 counter-screen; P62136; 320,000 compounds, 0.9% hits; purified PP1alpha, OMFP fluorescence; AID 2235; inhibition, % at 6.7 µM;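 active means inhibition above the mean inhibition of all tested compounds plus 3 SD, computed separately for each screening campaign, cut at about 15% in these data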
# Target sequence (P62136 whole entry, looked up): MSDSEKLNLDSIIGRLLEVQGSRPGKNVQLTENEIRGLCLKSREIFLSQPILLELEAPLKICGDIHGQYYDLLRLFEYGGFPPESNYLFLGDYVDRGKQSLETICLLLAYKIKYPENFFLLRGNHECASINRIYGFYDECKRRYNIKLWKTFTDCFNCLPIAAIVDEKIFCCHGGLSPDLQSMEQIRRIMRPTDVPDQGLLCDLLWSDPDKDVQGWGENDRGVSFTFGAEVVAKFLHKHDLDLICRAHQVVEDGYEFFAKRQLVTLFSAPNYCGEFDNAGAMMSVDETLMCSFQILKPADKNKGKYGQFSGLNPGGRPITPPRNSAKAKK
# HCV core dimer – blocks dimerization of HCV core protein; TR-FRET GST/Flag-core106 dimerization, 1536-well; inhibition, % at 5 µM; 300,000 compounds, 0.33% hits;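 active means inhibition above the mean of all tested compounds plus 3 SD, set per screening campaign, cut at about 45% in these data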
#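 System: GST-tagged and Flag-tagged HCV core protein residues 1-106 / Input: core106 proteins, GST 13.5 nM and Flag 17 nM / Buffer or medium: KF-containing HEPES buffer, pH 7.45, DTT, CHAPS, BSA / Probe or stimulus: Eu-anti-GST and XL665-anti-Flag labelled anti-tag antibodies / Schedule: 4 h, 22.5 °C incubation / Technique: TR-FRET 671 and 617 nm emission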
# Active calls of the source: *; nt = not tested or not shown.
SMILES,JMJD2C inh,PP5 inh,proCasp7 act,TPT1 inh,CTSL1 counter,Efflux pump mplx,proCasp3 act,PP1 inh,HCV core dimer
COCC(=O)N1CCC(Oc2ccc(C(=O)N3CCCCC3COC)cc2)CC1 (stereo unspecified),0,1.2,-12,-1,0,0.1,1,-1,-1
O=C(CSc1ncccn1)NC(=O)c1ccccc1,-6,-0.7,7,0,-7,0.0,-4,-4,2
O=C(CNC(=O)c1cn2ccccc2n1)Nc1ccc(F)c(F)c1,-4,1.1,-3,-3,2,-0.1,3,-3,-3
Cc1ccc(C)c(C(=O)CCC(=O)Nc2ccc(F)cc2)c1,4,2.0,3,-1,-5,0.0,5,-6,6
O=C(NNC(=O)c1cc2ccccc2o1)c1ccc(Cl)cc1,63,0.9,3,-4,-1,-0.1,9,-3,-2
COc1cccc(C(C(=O)NC2CCCC2)N(CCC(C)C)C(=O)CCC(=O)Nc2cc(C)on2)c1 (stereo unspecified),7,3.2,13,-3,1,0.2,-3,-1,14
CCS(=O)(=O)C(=C(Nc1ccc(OC)cc1)Nc1ccc(OC)cc1)S(=O)(=O)CC,19,0.1,0,1,1,0.0,4,2,0
O=S(=O)(c1ccc(Cl)cc1)N1CCN(C(=S)Nc2ccccc2F)CC1,-3,1.7,-5,0,-3,-0.1,5,0,1
Cc1ccc(CSc2nnc(-c3ccncc3)n2CC2CCCO2)cc1 (stereo unspecified),41,-1.4,-6,-1,1,0.0,3,-2,-1
C=CCN(C(=O)CCS(=O)(=O)c1cccc2nsnc12)c1ccccc1,8,2.7,1,-4,-34,0.5,0,1,13
COc1ccc(OCC(=O)Nc2cc3oc4ccccc4c3cc2OC)cc1,-3,-2.5,6,2,0,-0.1,1,-5,6
CC(C(=O)Nc1cccc([N+](=O)[O-])c1)[n+]1ccccc1 (stereo unspecified),2,1.5,9,-2,2,0.2,11,-5,-11
Cc1ccc(C(=O)Oc2ccc(-c3nnco3)cc2)o1,-10,-0.3,-3,0,-1,0.1,1,-4,3
Cc1cccc(NC(=O)/C(C#N)=C\c2cn(CC(=O)O)c3ccccc23)c1,12,2.6,-9,2,2,-0.1,-12,2,5
CCOC(=O)C(C(=O)Nc1ccc(C)cc1)C1CCCCC1 (stereo unspecified),-9,0.9,-7,-5,1,0.1,3,2,-2
COc1ccc(C(=O)Nc2ccc(NC(=O)c3cccs3)c(OC)c2)cc1Cl,nt,0.4,-1,-2,-2,0.0,12,4,2
CC(=O)Nc1ccc(C(=O)N(C)C(C(=O)Nc2ccccc2)c2ccccn2)cc1 (stereo unspecified),-8,-1.6,7,0,-2,0.2,-2,-1,-7
O=C(O)c1ccc(-c2nc(-c3ccc(Cl)cc3Cl)cs2)cc1,-21,0.0,2,1,1,0.1,3,-1,4
O=C(Nc1nc2cc3c(cc2s1)OCCO3)c1ccc(N2C(=O)CCC2=O)cc1,41,-0.1,-3,-2,4,0.0,2,-4,1
COc1ccc(NC(=O)Nc2cccc(F)c2)c(OC)c1,-1,4.5,2,-2,-3,0.1,-1,0,-8

# 4 compounds from above, sorted by the number in proCasp3 act, rising:
SMILES,proCasp3 act
COCC(=O)N1CCC(Oc2ccc(C(=O)N3CCCCC3COC)cc2)CC1 (stereo unspecified),1
CCS(=O)(=O)C(=C(Nc1ccc(OC)cc1)Nc1ccc(OC)cc1)S(=O)(=O)CC,4
Cc1ccc(C)c(C(=O)CCC(=O)Nc2ccc(F)cc2)c1,5
CC(C(=O)Nc1cccc([N+](=O)[O-])c1)[n+]1ccccc1 (stereo unspecified),11

# Remaining list, next part
SMILES,JMJD2C inh,PP5 inh,proCasp7 act,TPT1 inh,CTSL1 counter,Efflux pump mplx,proCasp3 act,PP1 inh,HCV core dimer
O=C(COc1cccc(Br)c1)Nc1ccc(N2CCOCC2)cc1N1CCOCC1,0,-3.1,0,nt,nt,0.3,-1,0,nt
COc1ccc(-c2c(C#N)c(N)nc3c2CCCCCC3)cc1OC,7,2.9,4,1,2,0.0,-1,-2,-4
Cc1ccc(NC(=S)/C(=C(\[O-])c2ccc(F)cc2)[n+]2ccccc2)cc1,27,1.8,-11,3,-1,0.1,-4,8,5
CCOC(=O)CCc1cccc2c1CCC2=O,0,2.3,2,-15,-2,0.0,1,1,0
Cc1ccc(C(=O)CSc2nnc(-c3ccccc3N)n2C)cc1C,6,-1.6,7,2,-6,0.0,-1,0,-1
O=C(NNS(=O)(=O)c1ccc(Br)cc1)c1sccc1-n1cccc1,3,1.2,-4,-3,2,0.1,0,-2,-1
CCOc1cc2[nH]c(=O)n(Cc3ccc(C(=O)NCCCN4CCC(C)CC4)cc3)c(=O)c2cc1OCC,-5,0.1,11,-2,-4,-0.2,-1,-2,0
COc1ccc(CCN(C)C(=O)C2CCCN(C3CCN(Cc4ccccc4)CC3)C2)cc1OC (stereo unspecified),10,-0.5,0,0,1,-0.1,-2,2,9
CCOC(=O)c1c(NC(=O)C2CC(Cl)=CCC2C(=O)O)sc2c1CCCCC2 (stereo unspecified),3,3.2,1,-1,4,-0.2,-1,14,3
CCn1ccnc1CNC(=O)C1CCC(=O)N(Cc2cccc(C(F)(F)F)c2)C1 (stereo unspecified),-18,0.9,-2,-2,1,0.0,6,-2,9
N#Cc1ccccc1COC(=O)CCCC1=NS(=O)(=O)c2ccccc2N1,11,1.4,-1,0,-6,0.1,-10,0,-2
Clc1ccccc1-c1nc2ccccc2c2nc3ccccc3n12,-4,-1.1,0,1,4,-0.3,4,-2,3
O=C(NCC(c1ccco1)N1CCCC1)c1cc(=O)[nH]c2ccccc12 (stereo unspecified),0,nt,-5,nt,nt,0.0,0,nt,nt
CC1Oc2ccccc2N(CC(=O)N2CCCCC2)C1=O (stereo unspecified),-8,-0.3,15,-2,1,-0.1,-2,3,5
C=CCNc1oc(-c2cccc3ccccc23)nc1C#N,5,3.6,-2,0,6,0.0,14,2,-3
CC(=O)NC1=NN(c2ccccc2)C(=O)C1,-2,-0.4,-17,3,-4,-0.2,0,-4,-1
O=C1CN(C(=O)c2cc([N+](=O)[O-])ccc2Cl)C(c2ccccc2)c2cc(F)ccc2N1 (stereo unspecified),-13,1.5,14,-6,2,-0.1,4,-1,-3
CC(C)CCNC(=O)C1CCN(c2nc3ccccc3o2)CC1,23,-1.6,10,-2,-2,-0.3,7,-4,-3
COc1cccc(-c2cc3c(-n4cccc4)ncnc3o2)c1,11,0.9,-4,0,0,0.1,-3,-1,1
COc1ccc(Cl)cc1NC(=O)CN(C)C(=O)Cn1[nH]c(=O)c2ccccc2c1=O,nt,1.5,-4,nt,nt,0.1,6,-2,nt
Nn1c(-c2ccccn2)nnc1-c1ccccn1,-7,2.7,6,-7,-2,0.1,1,0,-9
Cc1ccc2nc(/C(C#N)=C/c3ccc(O)c(O)c3)[nH]c2c1,-1,7.1,-33,56*,7,3.4*,-17,6,-43
COC(=O)c1cn(CC(=O)N2C(C)CCCC2C)c2ccccc12 (stereo unspecified),10,0.6,2,-6,4,-0.1,-8,2,8
Cc1ccc(NC(=O)C/C(N)=N/OC(=O)c2ccccc2)cc1,-1,-2.8,13,-4,7,-0.1,-5,1,-5
CCCCC(=O)Nc1nn(C)c2nc3c(C)cccc3cc12,14,-0.8,14,-3,2,-0.1,-14,0,-9
Cc1ccc(NC(=O)CSCC(=O)OC(C)C(=O)Nc2ccc(S(N)(=O)=O)cc2)c(C)c1 (stereo unspecified),0,-0.1,-1,0,-45,0.1,6,-3,-1
Cc1cnc(C(=O)NCc2ccc(F)cc2)cn1,23,0.6,-5,-2,-1,0.2,8,0,3
COc1ccccc1NC(=S)N/N=C1\CC(C)(C)Oc2ccc(O)cc21,-16,4.8,-7,-2,0,-0.2,-12,2,2
COc1ccccc1CCCNC(=O)C1CCC(=O)N(CCCN2CCCC2=O)C1 (stereo unspecified),3,0.0,-6,0,-2,0.0,-2,-3,-3
CCc1nc(NC2CCCCC2)c(C#N)c2c1COC(C)(C)C2,3,0.4,16,-1,2,0.0,5,1,-3
CC(=O)NNC(=S)Nc1cc(S(=O)(=O)N(C)C)ccc1C,-3,-0.4,4,0,-4,-0.2,1,-1,-7
Clc1cccc2sc(N3CCCC3)nc12,12,1.2,-9,-3,-3,0.5,-3,-1,1
CC1CCCN(C(=O)CCS(=O)(=O)c2cc3c(cc2Cl)NC(=O)CO3)C1 (stereo unspecified),-12,0.8,1,-4,-1,-0.1,2,-3,16
COc1cccc(-n2nc(C(=O)O)c3ccccc3c2=O)c1,-2,-0.1,1,-4,3,-0.1,-10,0,-8
COc1ccc(-c2nnc3c4ccccc4c(C)nn23)cc1,8,1.5,2,2,3,0.0,-5,0,0
CC1Cc2cc(S(=O)(=O)CCC(=O)N3CCN(c4ccccc4)CC3)ccc2N1C(=O)C1CC1 (stereo unspecified),42,-1.6,4,-4,6,0.0,8,1,9
CCC(C)[C@H]1COCCS(=O)(=O)N1Cc1ccc(Br)cc1 (stereo partly specified),-3,0.9,-7,0,0,0.1,2,0,-1
Cc1cccc(NC(=S)NCCc2ccccn2)c1,22,1.0,-6,1,0,0.0,11,-4,5
C#C[C@]1(O)CC[C@H]2[C@@H]3CCc4cc(OC5CCCC5)ccc4[C@H]3CC[C@@]21C,19,3.1,3,1,-2,0.1,-1,6,13
CCOc1ccc(C(C(=O)NCC2CCCO2)N(Cc2cccc(OC)c2)C(=O)c2snc(C(N)=O)c2N)cc1 (stereo unspecified),91,0.7,-4,4,0,-0.1,-5,2,1
CN(CC(=O)Nc1ccc(Cl)cc1)CC(=O)Nc1ccc(F)c(F)c1F,22,3.3,-2,5,6,-0.1,10,-2,-12
CCn1c(=O)c2ccccc2n(Cc2cccc([N+](=O)[O-])c2)c1=O,-1,-0.4,1,-2,9,0.0,3,-4,12
CC(=O)c1c(C)oc2c1cc(O)c1ccccc12,-1,-2.2,6,3,1,0.0,4,-4,0
COc1cccc(NC(=O)C2CCN(S(=O)(=O)c3ccc4c(c3)CC(C)N4C(C)=O)CC2)c1 (stereo unspecified),-5,3.5,-2,-2,-6,0.0,-4,-2,1
CCOC(=O)c1cc(C#N)c(N2CCNCC2)nc1C(F)(F)F,-1,-2.7,-6,-1,-2,-0.2,-1,-4,-2
Cc1ccc(/C=C2/Sc3ccc(C(=O)NCCN4CCOCC4)cc3NC2=O)cc1,35,1.3,-8,-1,-4,-0.5,5,-2,-14

# Random draw from the library; overall some 2.9% were active at least once.
